Compound activity: PubChem BioAssay, National Center for Advancing Translational Sciences (NCATS)
HTT cytoprotect: qHTS Multiplex Assay to Identify Dual Action Probes in a Cell Model of Huntington: Cytoprotection (ATP); 0.14% of 230,000 active; Potency, µM (titrated, usually from 56.4 µM), for the others: cytoprotection (ATP increase), most hits filed as activators; PC12 HTT-Q103 induced, cytoprotection, ATP luminescence, 40 h;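 note: % of control where 0% means no effect; nearly all actives have a fitted effect of over 45% in size; toxic huntingtin expression switched on by the ecdysone agonist tebufenozide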
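PC12 cells stably carrying ecdysone-inducible Htt exon 1 (Q103)–GFP were induced with 100 nM tebufenozide (final) alongside library compounds in a dose series. Cytoprotection was scored as retained ATP by ATPlite luminescence.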
Tau fluor cs: Counterscreen qHTS for Inhibitors of Tau Fibril Formation, Fluorescence Polarization | tau K18 P301L Alexa594 fluorescence, heparin fibrillization | Potency, µM (series often up to 57.7 µM), for inactives: at the top dose activity change, negative = decrease | 0.93% of 280,000 active; note: % is set by controls: 0 for no effect and ±100 for the full control effect; nearly all actives have a fitted effect of over 55% in size
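Human K18 P301L tau (15 uM unlabeled plus 0.24 uM Alexa 594-labeled, final) in 100 mM sodium acetate pH 7 was mixed with compound and 20 uM heparin and incubated 6 hr at 37 C.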
Tau fibril ThT: qHTS for Inhibitors of Tau Fibril Formation, Thioflavin T Binding; recombinant tau K18 P301L, heparin-induced fibrillization, ThT fluorescence; 2.1% of 270,000 active; Microtubule-associated protein tau (Homo sapiens), P10636; Potency, µM (highest dose often 57.4 µM), for inactives: top-dose activity, negative = inhibition, most hits filed as inhibitors; note: % is set by controls: 0 for no effect and ±100 for the full control effect; nearly all actives have a fitted effect of over 55% in size
Target sequence (P10636 561-689 P618L limits assumed): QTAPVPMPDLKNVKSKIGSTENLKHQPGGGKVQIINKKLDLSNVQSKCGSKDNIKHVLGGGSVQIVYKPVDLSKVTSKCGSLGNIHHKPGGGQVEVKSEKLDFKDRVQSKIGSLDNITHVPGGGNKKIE
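Heparin-induced fibrillization of the P301L-mutant K18 repeat-domain fragment of human tau was followed by ThT binding in quantitative high-throughput format.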
TexasRed fluor: Total Fluorescence Counterscreen for Inhibitors of the Interaction of Thyroid Hormone Receptor and Steroid Receptor Coregulator 2 | TRb/SRC2 Texas Red total fluorescence interference | Potency, µM (doses to about 106 µM), inactives show top-dose fluorescence change, negative = quenching | 0.29% of 280,000 active; active = well fitted curve in either direction with a large enough effect; inconclusive = small, poorly fitted or top-dose-only effect; note: % is set by controls: 0 for no effect and ±100 for the full control effect
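Flags fluorescent or light-absorbing compounds by total fluorescence, S + 2P, at 555 nm excitation and 632 nm emission. Mixture: 20 nM Texas Red SRC2 peptide, 0.6 uM human TRb LBD, 1 uM T3, 5% DMSO; compound exposure 5 h at ambient temperature.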
L3MBTL1 block: qHTS Assay for the Inhibitors of L3MBTL1 | Lethal(3)malignant brain tumor-like protein 1 (Homo sapiens), Q9Y468 | AlphaScreen L3MBTL1–H3K9me1 peptide binding | Potency, µM (titrated, usually from 57.1 µM), for inactives: at the top dose activity, negative = inhibition, hits mostly inhibitors | 0.66% of 230,000 active; note: % is set by controls: 0 for no effect and ±100 for the full control effect; nearly all actives have a fitted effect of over 60% in size
Target sequence (Q9Y468 whole entry, looked up): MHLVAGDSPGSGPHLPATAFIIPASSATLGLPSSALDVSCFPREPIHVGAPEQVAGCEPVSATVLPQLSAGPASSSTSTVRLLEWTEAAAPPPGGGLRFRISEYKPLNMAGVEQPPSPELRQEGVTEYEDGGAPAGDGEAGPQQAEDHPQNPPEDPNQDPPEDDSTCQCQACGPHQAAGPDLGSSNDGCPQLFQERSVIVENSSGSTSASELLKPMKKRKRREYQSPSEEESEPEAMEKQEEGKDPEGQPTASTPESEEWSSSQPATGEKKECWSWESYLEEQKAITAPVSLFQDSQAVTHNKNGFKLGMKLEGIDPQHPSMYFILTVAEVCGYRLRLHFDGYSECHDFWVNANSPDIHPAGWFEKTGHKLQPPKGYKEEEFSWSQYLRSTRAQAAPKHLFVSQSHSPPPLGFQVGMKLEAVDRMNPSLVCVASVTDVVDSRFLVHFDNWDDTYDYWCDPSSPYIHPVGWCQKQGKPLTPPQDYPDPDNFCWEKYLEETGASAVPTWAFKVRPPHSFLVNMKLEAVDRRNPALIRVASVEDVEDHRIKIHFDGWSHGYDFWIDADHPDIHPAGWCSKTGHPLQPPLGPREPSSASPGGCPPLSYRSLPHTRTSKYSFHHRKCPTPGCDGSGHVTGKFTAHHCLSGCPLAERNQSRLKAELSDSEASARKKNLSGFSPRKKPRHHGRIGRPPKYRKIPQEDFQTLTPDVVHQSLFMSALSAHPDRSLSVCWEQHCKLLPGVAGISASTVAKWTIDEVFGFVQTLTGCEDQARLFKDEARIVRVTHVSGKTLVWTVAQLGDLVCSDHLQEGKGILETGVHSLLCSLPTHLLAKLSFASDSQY
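AlphaScreen proximity signal between nickel-chelate acceptor and streptavidin donor beads (final 10 ug/mL) reports binding of 50 nM L3MBTL1 to 75 nM biotin-H3 K9me1 peptide; complex incubated with compounds 30 min at room temperature; cefsulodin titration as control.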
Tau fibril FP: qHTS for Inhibitors of Tau Fibril Formation, Fluorescence Polarization. K18 P301L tau heparin fibrillization, Alexa594 FP, 6 h. Potency, µM (top dose mostly 57.7 µM), for the others: at the highest dose activity, negative = inhibition, actives largely listed as inhibitors. 0.39% of 280,000 active; note: % is set by controls: 0 for no effect and ±100 for the full control effect; nearly all actives have a fitted effect of over 55% in size
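Heparin (20 uM) drove fibril formation of recombinant tau K18 P301L, 15 uM unlabeled with 0.24 uM Alexa 594 label, for 6 hr at 37 C in 100 mM sodium acetate pH 7. Fluorescence polarization (555/632 nm) read 1 hr after 30 uM ThT.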
RECQ1 helicase: qHTS Assay for Inhibitors of RecQ-Like Dna Helicase 1 (RECQ1) | ATP-dependent DNA helicase Q1 (Homo sapiens), P46063 | RECQ1 DNA unwinding, red fluorescence kinetic read | Potency, µM (series often up to 57.3 µM), inactives show at the highest dose activity, negative = inhibition, most hits filed as inhibitors | 0.54% of 240,000 active | AID 2549, 2010;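 note: plate controls were vehicle for no effect and no enzyme for full effect; nearly all actives have a fitted effect of over 30% in size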
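RECQ1T1 50 nM; forked duplex (20 bp + 30-nt ss tails) 200 nM, ATP 2 mM final; pH 8.0, 2 mM MgCl2, 2.5 ug/ml poly(dI-dC); 15 min compound preincubation; discontinuous kinetic read over 2 h at RT.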
TRb-SRC2 inh: qHTS for Inhibitors of the Interaction of Thyroid Hormone Receptor and Steroid Receptor Coregulator 2. Thyroid hormone receptor beta (Homo sapiens), P10828. TRbeta-SRC2 peptide binding, fluorescence polarization; receptor liganded with 1 µM T3. 0.065% of 280,000 active. Potency, µM (titrated, usually from 106 µM), without a hit: top-dose activity change, negative = inhibition, most hits filed as inhibitors;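 note: plate controls were bound peptide for no effect and peptide without receptor for full effect; nearly all actives have a fitted effect of over 50% in size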
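Assay buffer: 20 mM Tris-HCl, 100 mM NaCl, 10% glycerol, 1 mM EDTA, 0.01% NP-40, 1 mM DTT, 1 uM T3, 5% DMSO; TRb LBD 0.6 uM, Texas Red SRC2 20 nM; FP after 5 hr.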
An asterisk follows results filed as active; i = inactive; ? = inconclusive; . = no result given; & = joins results of further samples; [ ] = remark or other dose. Unless noted, calls come from the whole dose curve; as a rule, active = well fitted curve in the direction sought with a large enough effect; inconclusive = small, poorly fitted or top-dose-only effect, or another doubt; inactive = no such curve, though single readings can be large; an effect the other way counts as inactive or inconclusive. Potency is the fitted concentration of half-maximal effect. This is a subset; rates above refer to the full screens.

SMILES | HTT cytoprotect | Tau fluor cs | Tau fibril ThT | TexasRed fluor | L3MBTL1 block | Tau fibril FP | RECQ1 helicase | TRb-SRC2 inh
O=C1CSC(=S)N1N=C1CCCCCC1 | 18%[10 µM] | -5% | -3% | -8% | -28% | 6% | -1% | 2%
Cc1nn2c(COc3ccc(NC(=O)c4ccccc4)cc3)nnc2c2ccccc12 | . | -5% | -5% | 0% | 7% | -1% | -13% | -3%
Cc1nc2c([nH]1)C1(CCN(Cc3ccccc3)CC1)C(C#N)=C(N)O2 | 12% | -10% | ? | 4% | -6% | -11% | -9% | -3%
CCOC(=O)N1CCN(C(=O)Cn2ncc3c2-c2ccccc2OC3)CC1 | -14% | -7% | -1% | -5% | 25% | 3% | -2% | -2%
C/C(=N\NC(=O)c1ccc([N+](=O)[O-])cc1)c1c(O)cc(C)oc1=O | -31%[inhibitor] | -15% | 4.5µM* | -5% | . | 9% | -8% | -5%
CC(=O)N1N=C(C)CC1c1ccc(OCc2ccccc2)cc1 (centres undefined) | 29%[10 µM] | -12% | -11% | 1% | 8% | 2% | -7% | 2%
CCC(C)NC(=O)CSc1nc2cc3c(cc2c(=O)n1CCCCCC(=O)NCc1ccc2c(c1)OCO2)OCO3 (centres undefined) | . | -17% | -5% | -1% | . | -5% | . | -8%
COC(=O)[C@@H]1C[C@H]2CC[C@H](O)C[C@H]2N1Cc1ccc(Cl)cc1 | -41%[inhibitor] | -12%&0% | -1%&-3% | -4%&-3% | . | -7%&4% | -11% | 5%&2%
COC(=O)c1cccnc1N1CCN(c2ccccc2F)CC1 | -5%[10 µM] | -13% | -15% | -2% | 9% | 4% | 6% | -5%
NC(=O)COc1ccc(C23CC4CC(CC(C4)C2)C3)cc1 | 12%[10 µM] | -7% | -6% | 2% | 1% | 0% | i | 2%

Reprinted from the part before: 3 entries, then new ones.
SMILES | HTT cytoprotect | Tau fluor cs | Tau fibril ThT | TexasRed fluor | L3MBTL1 block | Tau fibril FP | RECQ1 helicase | TRb-SRC2 inh
COC(=O)[C@@H]1C[C@H]2CC[C@H](O)C[C@H]2N1Cc1ccc(Cl)cc1 | -41%[inhibitor] | -12%&0% | -1%&-3% | -4%&-3% | . | -7%&4% | -11% | 5%&2%
COC(=O)c1cccnc1N1CCN(c2ccccc2F)CC1 | -5%[10 µM] | -13% | -15% | -2% | 9% | 4% | 6% | -5%
NC(=O)COc1ccc(C23CC4CC(CC(C4)C2)C3)cc1 | 12%[10 µM] | -7% | -6% | 2% | 1% | 0% | i | 2%
FC(F)(F)c1ccccc1NC(=S)Nc1cccc(Cl)c1 | -1% | -14% | 0% | -1% | 5%[11.4 µM] | -5% | i | 5%
COc1ccc(-c2cc3ccccc3n2CC(O)Cn2nc(C)cc2C)cc1 (centres undefined) | -32% | -22% | ? | 0% | -11% | 1% | -20% | -21%
O=C(N/N=C/c1c[nH]c2ccccc12)c1[nH]c2ccc(Br)cc2c1-c1ccccc1 | -62%[inhibitor][1.9 µM] | 4µM*[quencher] | ? | 7% | -14% | -13% | -1% | -9%
Cc1ccc2nc(NC(=O)C3CCN(S(=O)(=O)c4cccc5nsnc45)CC3)sc2c1 | 3%[10 µM] | ? | -12% | -3% | -17% | -14% | -13% | -3%
CCCCN(CC)C(=O)CSc1cc(=O)n(C)c2ccccc12 | 7% | -1% | -2% | 0% | 5%[11.4 µM] | 0% | 5% | 3%
COc1cc([C@@H]2c3cc4c(cc3[C@@H](NC3CCN(Cc5ccccc5)CC3)[C@H]3COC(=O)[C@H]23)OCO4)cc(OC)c1O | -81%[inhibitor][10 µM] | 6% | -2% | 0% | . | 5% | i | 4%
N#Cc1nc(-c2ccc(Cl)cc2)oc1NCC1CCCO1 (centres undefined) | -27% | -20% | -7% | 1% | -18% | -1% | i | -4%
CCOC(=O)c1cc2cc(CC(=O)c3ccc(OCC)cc3O)ccc2o1 | -7% | -8% | -15% | -3% | . | -5% | 0% | -2%
O=C(NCc1ccccn1)c1cccc(NS(=O)(=O)c2ccccc2F)c1 | -2%[10 µM] | -7% | -7% | 3% | 2% | -4% | -3% | 5%
Cc1ccc(NC(=O)C(=O)NCCN2CCN(C(=O)C(c3ccccc3)c3ccccc3)CC2)cc1 | -45%[inhibitor] | 4% | 1% | -1% | 2% | -4% | i | 2%
Cc1nn(Cc2ccccc2Cl)c(C)c1C(=O)NC1=NCCS1 | -14% | -4% | -2% | 0% | 6% | 1% | -3% | 5%
CCOc1cc(/C=C2/NC(=O)N(CC(=O)Nc3cccc(C)c3)C2=O)ccc1OC | -32% | 2% | 10% | -3% | -4% | 4% | -11% | 2%
Cc1cc(C)n2nc(SCc3nnc(SCc4ccccc4)s3)nc2n1 | -28% | -14% | -10% | -1% | 5% | 5% | -3% | 6%
O=C(COC(=O)c1ccc(S(=O)(=O)Nc2ccccc2)cc1)NCC1CCCO1 (centres undefined) | 24%[10 µM] | 11% | . | -2% | . | -3% | -10% | -1%
Cc1occc1-c1nnc(SCC(=O)NC(C)(C)C)n1CC(C)C | 17%[10 µM] | -5% | -10% | -2% | 1% | -6%[2.34 µM] | 4% | 2%
Cc1cc(NC(=O)CCC(=O)N(Cc2ccco2)C2(C(=O)NC3CCCCC3)CCN(C)CC2)no1 | 0%[10 µM] | 5% | 2% | 0% | 8% | -2% | -12% | -1%
CCc1ccc2oc(-c3cccc(NC(=O)c4cc5ccccc5o4)c3)nc2c1 | . | -16% | 1% | -18% | . | ? | . | 5%
COc1ccccc1N1CCN(C(=O)CSc2nnc3c4ccccc4nc(Cc4ccccc4)n23)CC1 | -8%[10 µM] | -14% | ? | -3% | -1% | 5% | 1% | -9%
CC(C)NC[C@H](O)COc1cccc2ccccc12 | ? | -11%&1%&-8% | -3%&5%&-4% | -2%&-3%&-1% | . | -10%&-4%&-9% | 2%&17%&1% | 4%&10%&3%
Cc1cccc(N2C(=O)C(Cl)=C(N3CCOCC3)C2=O)c1 | -3%[10 µM] | ? | 16µM* | -2% | 3% | 25µM* | -3% | 1%
O=[N+]([O-])/C=C/c1cc2ccccc2[nH]1 | 33%[10 µM] | -23% | ? | -3% | -10% | 9% | -2% | 7%
Cc1n[nH]c(C)c1S(=O)(=O)N1CCCCCC1 | 1% | -7% | 1% | 1% | . | -14% | -5% | -3%
O=C(CCCN1C(=O)/C(=C/c2cccs2)SC1=S)Nc1ccc(C(=O)O)cc1 | 6% | -5% | ? | -5% | 4% | 9% | -6% | -2%
Cc1scc(C(=O)N/N=C/c2ccc(OCC(C)C)cc2)c1C | -1% | -18% | ? | -3% | . | -4% | i | -7%
O=C(COC(=O)/C=C/c1ccco1)NCc1ccccc1 | -18% | -6% | -6% | 0% | -8% | -2% | -2% | -1%
CC(=O)c1cccc(NC(=S)Nc2ccn(Cc3cccc4ccccc34)n2)c1 | . | -27% | -5% | 2% | -19% | ? | i | -11%
Clc1ccc(OCc2nc(-c3ccccn3)n[nH]2)cc1 | -62%[inhibitor] | -8% | -12% | -11% | ? | 3% | -8% | -2%
Oc1c(Br)cccc1/C=N/Nc1c(F)c(F)c(F)c(F)c1F | 39%[1.9 µM] | ? | -9% | -14% | 2% | 6% | -2% | 6%
Cc1ccc(CCN2C(=O)c3ccccc3C2C(=O)NCc2cccnc2)cc1 (centres undefined) | 14%[10 µM] | -3% | -1% | -5% | -27% | -2% | i | 0%
CCCCC/C=N/NC(=O)c1[nH]c2ccc([N+](=O)[O-])cc2c1C | -2%[10 µM] | ? | ? | -8% | -16% | 8% | -6% | -1%
Cc1cccc(NC(=S)N/N=C/c2ccc([N+](=O)[O-])s2)c1 | -97%[inhibitor] | ? | ? | -3% | ? | 6% | 0% | 5%
COc1ccc(CCN2C(=O)CC(NNC(=O)c3ccc(F)cc3)C2=O)cc1OC (centres undefined) | -14%[10 µM] | -5% | -12% | -1% | 6% | -1% | -1% | -10%
CCOc1ccccc1NC(=O)CSC1=C(C#N)C(c2ccco2)C(C(=O)Nc2nc3ccccc3s2)=C(C)N1 (centres undefined) | ? | -21% | -7% | 0% | 1% | ? | -12% | 6%
CC(C)NC(=O)/C(=C/c1ccco1)c1ccccc1 | 5% | 3% | -1% | -2% | 1% | 4% | -2% | -7%
C/C(=N/NC(=O)c1ccc(Br)o1)C(C)C | . | 6% | -16% | -2% | -1% | -2% | -6% | -11%
COc1cccc(OCc2nnc(SC)n2C)c1 | 16% | 2% | -2% | -2% | -15% | -7% | 46%[activator] | 3%
COc1ccccc1N1CCN(/N=C\C(Br)=C\c2ccccc2)CC1 | -37% | 4% | 8% | -3% | -18% | 4% | i | 7%
O=C(COc1ccc(Cl)cc1Cl)Nc1ccc(Cl)cn1 | -14% | -13% | ? | 0% | -6% | -6% | -6% | -5%
Cc1csc2nc(COc3ccccc3NC(=O)c3ccc(C(C)(C)C)cc3)cc(=O)n12 | . | -12% | ? | -2% | . | -9% | . | -5%
Cc1c(NC(=O)c2cccc(-c3cc4ccccc4oc3=O)c2)cccc1-c1nc2ncccc2o1 | 4%[10 µM] | -16% | ? | 3% | -14% | -24% | -8% | 0%
COc1cc(CNc2ccccc2SC)ccc1O | 1% | ? | ? | 1% | -1% | 11% | -12% | -6%
